Assay outcomes deposited in PubChem by several laboratories.
H9c2 protect – cardioprotection against H2O2-induced cell death, primary screen, uHTS, H9c2 cells, ATPLite luminescence; 360,000 tested, 0.63% active; H9c2 cardiomyocytes, H2O2 injury protection, 2 h; protection from H2O2 cell death, % at 20 µM;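 active = compounds giving at least 50% protection of heart cells from peroxide-induced death in the single-dose screen, raw or plate-pattern-corrected value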;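 also: 0% = DMSO wells with peroxide and 100% = DMSO wells without peroxide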
m5-HT2A agonist – mouse Htr2a agonists via beta-arrestin recruitment, primary screen, cell-based, luminescence. CHO-K1 mHTR2A beta-arrestin complementation; percent of 30 µM serotonin response. activation, % at 7.6 µM. 360,000 tested, 0.66% active. AID 624169, 2012;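 active = activation above a run cutoff, the mean activation of all tested compounds plus 3 SD, cut at about 14% in these data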;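 also: 0% = plate median of compound wells and 100% = 30 µM serotonin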
TLR9-MyD88 inh – inhibitors of TLR9-MyD88 association in cells, primary screen, cell-based, CHO, BLA complementation, fluorescence; Toll-like receptor 9 (Homo sapiens) + Myeloid differentiation primary response protein …; 340,000 tested, 0.21% active; CCF4 FRET ratio; AID 504734, 2011; inhibition, % at 4.98 µM;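 active = inhibition above the mean over all tested compounds plus 3 SD, cut at about 21% in these data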;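 also: 0% = DMSO only wells and 100% = clavulanate BLA inhibitor control wells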
NCOA2 inhibitor – inhibition of GAL4-SRC2 driven luciferase reporter, primary screen, SRC2 inhibitor project, cell-based, luminescence. HEK293 GAL4-SRC2 luciferase reporter. inhibition, % at 9 µM. 370,000 tested, 0.17% active;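 active = inhibition above the mean inhibition of all tested compounds plus 3 SD, set per campaign, cut at about 52% in these data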;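 also: 0% = DMSO treated cells and 100% = cells given Gossypol at 36 µM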
MC4R barr agon – MC4R agonists recruiting beta-arrestin, primary screen, cell-based, luminescence, agonist arm of biased-ligand search | Melanocortin receptor 4 (Homo sapiens), P32245 | U2OS MC4R beta-arrestin complementation; percent of melanotan II response, DMSO zero | activation, % at 8.9 µM | 360,000 tested, 0.98% active | AID 540308, 2011;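 active = activation above a per-plate cutoff, the mean activation of sample wells on that plate plus 3 SD, cut at about 8% in these data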
Glyco luc inh – increase of ERlucT glycosylation luciferase signal, primary screen, N-linked glycosylation inhibitor project, D54 ERlucT cells, luminescence, set 2. 360,000 tested, 0.23% active. reporter increase, % at 12.5 µM. AID 588692, 2011. D54 ERlucT glycosylation luciferase reporter, 24 h; percent of 100 nM tunicamycin response;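 active = mean luciferase reporter signal, scaled so untreated is 0 and the glycosylation-blocking control 100, at or above a set limit in every replicate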;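 also: luciferase carries N-glycosylation sites so blocking glycosylation raises the light; 0% = median of neutral control wells and 100% = median of 100 nM tunicamycin wells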
NOD2-RIPK2 inh – NOD2-RIPK2 binding disruptors in cells, primary screen, fluorescence, CHO cells, BLA complementation; Receptor-interacting serine/threonine-protein kinase 2 (Homo sapiens), O43353; CCF4 ratio; inhibition, % at 4.98 µM; 360,000 tested, 0.38% active; AID 624267, 2012; in the data active = inhibition above about 21%;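 also: 0% = vehicle only and 100% = reference blocker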
ABCB6 inh MLPCN – ABCB6 transporter inhibitors, primary screen, K562-ABCB6 cells, flow cytometry, MLPCN library; K562-ABCB6 porphyrin accumulation, 1 h; active compounds read low; fluorescence ratio to DMSO, % at 10 µM; 360,000 tested, 0.19% active; AID 602162, 2011;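 active = fluorescence ratio to DMSO below 75%, the collection mean minus 3 SD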;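 also: signal is porphyrin accumulated inside mitochondria; 100% equals median channel fluorescence of DMSO control wells; lower ratio means ABCB6 inhibition with less porphyrin fluorescence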
Target sequence (Q9NP58 whole entry, looked up): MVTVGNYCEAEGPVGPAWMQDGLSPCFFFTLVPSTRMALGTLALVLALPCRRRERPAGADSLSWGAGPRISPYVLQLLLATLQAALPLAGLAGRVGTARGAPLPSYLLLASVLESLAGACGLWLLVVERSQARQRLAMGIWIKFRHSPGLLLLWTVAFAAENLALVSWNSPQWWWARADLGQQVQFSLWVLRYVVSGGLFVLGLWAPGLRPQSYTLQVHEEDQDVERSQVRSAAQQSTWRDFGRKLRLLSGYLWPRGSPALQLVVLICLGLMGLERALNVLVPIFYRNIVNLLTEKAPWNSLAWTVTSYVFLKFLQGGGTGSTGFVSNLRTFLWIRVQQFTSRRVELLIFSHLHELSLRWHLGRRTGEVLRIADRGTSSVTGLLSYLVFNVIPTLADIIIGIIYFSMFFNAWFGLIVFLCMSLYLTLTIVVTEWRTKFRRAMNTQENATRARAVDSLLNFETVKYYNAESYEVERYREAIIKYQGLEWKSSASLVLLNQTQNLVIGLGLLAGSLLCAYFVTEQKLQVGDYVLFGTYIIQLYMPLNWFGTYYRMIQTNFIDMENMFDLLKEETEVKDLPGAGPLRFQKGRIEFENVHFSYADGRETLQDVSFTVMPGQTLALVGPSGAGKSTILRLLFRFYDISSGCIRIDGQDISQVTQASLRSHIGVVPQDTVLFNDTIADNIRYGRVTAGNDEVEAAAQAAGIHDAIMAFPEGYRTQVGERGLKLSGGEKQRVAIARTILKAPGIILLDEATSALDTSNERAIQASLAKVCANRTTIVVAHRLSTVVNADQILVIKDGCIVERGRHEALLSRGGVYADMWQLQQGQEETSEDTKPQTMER
MC4R antag cAMP – MC4R antagonists of cAMP signaling, primary screen, cell-based, TR-FRET, antagonist arm of biased-ligand search. Melanocortin receptor 4 (Homo sapiens), P32245. MC4R-expressing cells, MTII-stimulated cAMP, LANCE TR-FRET. inhibition, % at 6.5 µM. 360,000 tested, 0.48% active;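 active = inhibition above its plate's cutoff, the mean of tested wells on that plate plus 3 SD, cut at about 29% in these data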;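 also: 0% = Melanotan II alone and 100% = Melanotan II plus saturating MCL0020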
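Material – human MC4R-expressing U2OS cells · Repeats – no replicates · Detection – TR-FRET with Eu-cAMP and labeled anti-cAMP, 671 nm · Times – compound 30 min, challenge 1 h, detection 1 h · Compound – single nominal compound dose of 6.5 µM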
ABHD5 PLIN5 PPI – ABHD5-PLIN5 interaction inhibitors, primary screen, cell lysate, split luciferase complementation, luminescence. inhibition, % at 4 µM. Split G. princeps luciferase complementation, 4 h. 360,000 tested, 0.78% active. AID 602281, 2012;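 active = inhibition above the mean inhibition across every tested compound plus 3 SD, cut at about 22% in these data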;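 also: 0% = DMSO only wells and the 100% control is not disclosed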
Numbers without * were called inactive; . = not tested or not shown. Some of the compounds tested. The share of hits here may be higher or lower than overall.

SMILES	H9c2 protect	m5-HT2A agonist	TLR9-MyD88 inh	NCOA2 inhibitor	MC4R barr agon	Glyco luc inh	NOD2-RIPK2 inh	ABCB6 inh MLPCN	MC4R antag cAMP	ABHD5 PLIN5 PPI
COc1ccccc1C1CC(c2ccccc2)Nc2ncnn21 (configuration not stated)	-2	4	0	.	-2.0	4	-7	100	-1	4
COc1ccccc1C(CNC(=O)C(C)Oc1ccc(Br)cc1)N1CCCC1 (configuration not stated)	-1	-2	3	7	0.4	-2	4	102	5	-5
Cc1cc(C)nc(SC2CCCCC2NS(=O)(=O)c2ccc(Cl)cc2)n1 (configuration not stated)	2	-1	-1	20	0.7	-1	-8	95	5	-12
COC(=O)C1=C(CS(=O)(=O)c2ccc(Cl)cc2)NC(=O)NC1c1ccc(O)cc1 (configuration not stated)	-3	6	-2	-14	1.7	0	-11	99	4	3
COc1ccc(C(C(N)=O)c2ncc(C(F)(F)F)cc2Cl)cc1OC (configuration not stated)	-2	3	-7	-16	-1.6	0	-9	97	16	2
Cc1cccc(N2CCN(C(=O)c3cccc(N4C(=O)C5CC=CC(C)C5C4=O)c3)CC2)c1C (configuration not stated)	2	2	11	13	0.4	0	15	102	11	5
CCC(=O)Nc1ccc(-c2nnc(-c3ccccc3)o2)cc1	-11	1	-3	-43	-1.6	-13	-7	89	-2	-7
COc1cccc(C2(O)CCN(C(=O)C3CC3)CC2)c1	-1	-2	0	-3	-0.9	1	-7	114	0	-2
COc1ccc(-c2c(C#N)c(SCC(=O)Nc3ccccc3)nc3c2CCCC3)cc1	-3	-2	-12	-28	-0.2	0	0	97	6	5
CC(/C=N/n1c(-c2ccco2)n[nH]c1=S)=C\c1ccccc1	1	6	-43	20	-2.4	1	-5	99	11	2
Cc1cc(C)cc(-n2c3ccc(NC(=S)NC4CCCCC4)cc3c(=O)n2C)c1	-13	-3	.	-1	4.1	1	-8	102	10	-8
CCCNC(=O)CCC(NS(=O)(=O)c1ccc(C)cc1)C(=O)NCCC (configuration not stated)	2	-3	-5	-24	1.2	3	-14	95	-5	-1
CC(C)(S)[C@@H](N)C(=O)O	1	-5	-5	-5	-0.5	0	12	95	-5	-14
Cc1ccc(S(=O)(=O)Nc2nc3ccccc3s2)cc1[N+](=O)[O-]	-7	8	-55	7	0.2	3	-6	90	-2	11
CCOc1ccc(NC(=O)CC(c2ccccc2)c2ccc(F)cc2)cc1 (configuration not stated)	3	-7	1	-12	17*	-5	-2	102	4	-15
CCC(=O)Nc1cc2nn(-c3ccc(C)cc3)nc2cc1C	-19	1	-12	6	4.8	-21	-17	98	16	0
O=C(Nc1cc(-c2ccccc2)nn1-c1c(Cl)cccc1Cl)c1ccc(F)cc1	-3	-4	8	-17	-2.7	0	-2	100	12	3
O=C(CN1CCN(C(=O)c2cncn2-c2ccccc2)CC1)Nc1ccccc1Cl	11	7	-4	4	3.0	0	-1	100	8	-9
Cc1nc2ccc(NC(=O)c3ccc(F)c(S(=O)(=O)N4CCOCC4)c3)cc2s1	-7	-2	9	-5	-1.8	-2	-1	190	13	2
COc1ccc(S(=O)(=O)NNC(=O)C(=O)NNc2ccccn2)cc1	8	-1	-4	17	0.7	1	-21	96	31*	1
COc1ccc(C(=O)NC(C)CCc2ccccc2)c(OC)c1 (configuration not stated)	4	-6	-11	-4	0.9	0	-4	99	8	-13
CCC(=O)Nc1nnc(-c2ccccn2)o1	-2	5	-10	-30	-1.6	1	0	102	4	6
OCCCc1nc2ccccc2n1Cc1ccccc1	4	2	-11	4	0.2	0	-2	94	-2	5
CC(=O)N1CCN(S(=O)(=O)c2c(C)n(C)c(=O)n(C)c2=O)CC1	4	-1	0	3	-1.9	2	-10	100	-4	0
O=C(COc1ccccc1)NNC(=S)NC(=O)c1ccccc1	10	3	7	-22	-2.8	1	-5	102	4	0
c1csc(-c2nc(NCC3CCCO3)c3ccccc3n2)c1 (configuration not stated)	2	13	1	-10	0.1	2	-9	84	0	17
Cc1ccccc1-c1cnc2c(c1)C(=O)N([C@H](C)CO)C[C@@H](C)[C@H](CN(C)C(=O)c1ccncc1)O2	-3	-2	-5	0	-0.3	1	-10	94	2	-4
Cc1ccccc1C(=O)N1c2ccccc2OCC1C(C)(C)C (configuration not stated)	-6	-3	-5	-26	2.4	-3	4	95	0	2
Cc1ccc(C(=O)C2CCN(CC(=O)Nc3ccc4c(c3)OCCO4)CC2)cc1	3	-6	3	7	-1.1	3	11	101	-3	0
Cc1ccc(/C=C2\Oc3cc(OCC(=O)NN)ccc3C2=O)o1	3	-2	5	9	-0.3	-1	-10	100	17	-1
CC(C)CCN1C(=O)c2ccccc2C1C(=O)NCc1cccnc1 (configuration not stated)	6	4	-2	-12	-0.7	0	-1	89	6	3
CCc1ccc(CNC(=O)C2CCCN(S(=O)(=O)N(CC)c3ccccc3)C2)cc1 (configuration not stated)	-4	6	6	10	-1.2	-2	10	92	7	-5
O=C(NCCN1CCC(n2c(=O)[nH]c3ccccc32)CC1)c1ccc(C(F)(F)F)cc1C(F)(F)F	.	-6	.	11	.	.	8	94	.	-1
CC(C)CNC(=O)CSc1nnc(-c2ccc(Cl)cc2)n1N	6	5	0	3	-2.1	2	-6	96	-6	-3
N/C(=N\c1nc(CSc2ccc(Cl)cc2)cc(=O)[nH]1)Nc1ccccc1C(F)(F)F	-12	-5	5	9	0.9	-1	0	88	-5	-2
Cc1ccc(Nc2nc(NCC3CC3)nc3ccsc23)c(C)c1	-20	-9	.	25	1.0	12	6	101	-16	-8
O=C(N/N=C/c1cccc([N+](=O)[O-])c1)c1ccc(CN2CCOCC2)cc1	-5	-1	1	-2	1.1	-2	-3	99	15	0
O=C(c1cc2cc(F)ccc2[nH]1)N1CCCC(Nc2ccc(F)cc2)C1 (configuration not stated)	-4	-3	-8	1	-0.5	3	-3	87	4	-2
COc1ccc(OCC(=O)NC(=O)c2ccccc2)c([N+](=O)[O-])c1	13	5	-6	13	-2.4	0	-6	99	4	7
CN(CC(=O)NCCc1ccc(S(N)(=O)=O)cc1)CC(=O)Nc1cccc(F)c1	-5	-6	9	-15	-0.9	2	-3	100	-3	1
Cc1cc(C(=O)OCC(=O)NCc2ccco2)c(C)n1-c1ccccc1	-2	-8	4	-20	-2.8	16	16	85	-14	-3
CCN(CC)CC(=O)Nc1c(C)cc(C(C)(C)C)cc1C	6	-2	9	1	-0.4	-2	-8	96	0	6
C=C1CCN([C@@H](C)C(=O)NCc2ccc(OC)cc2)S(=O)(=O)c2ccccc21	-6	0	-1	4	0.2	-1	-14	99	13	10
Cc1ccsc1/C=N/NC(=O)c1sccc1C	-4	-3	-3	-99	0.1	1	1	108	-1	-2
CCC(=O)Nc1nnc(SCc2cccc(F)c2)s1	4	21*	5	-32	2.2	-1	-3	95	-4	3
O=c1/c(=C/c2ccc(CNS(=O)(=O)c3ccccc3)o2)sc2n1CCN=2	6	-3	-1	7	-2.9	4	4	101	-10	-6
Cc1ccccc1-c1ccc(CN2C(C)C(=O)N(Cc3cn(Cc4ccco4)nn3)CCS2(=O)=O)cc1 (configuration not stated)	-2	8	.	-12	.	-2	-4	98	.	11
O=C(COC(=O)C1C2CC3OC(=O)C1C3C2)Nc1cccc(C(F)(F)F)c1 (configuration not stated)	0	-6	-8	1	-3.2	1	-6	98	-1	3
Cc1ccnc2nc(C(=O)OCC(=O)N3CCc4ccccc43)nn12	11	3	3	-21	-1.4	2	-6	96	34*	-4
CSc1nnc2c(n1)[nH]c1c(C)cccc12	-3	-6	-8	-33	-1.8	9	-9	101	4	-8
Cc1ccc(CN2CCSc3ccc(C(=O)NC4CCN(Cc5ccccc5)CC4)cc32)cc1	1	-9	-8	10	-1.1	-11	1	100	1	4
CCOC(=O)CCCNC(=O)CCNC(=O)c1ccc(OC(C)C)cc1	-1	2	0	-45	1.9	1	-6	93	6	-11
CCCN(CC(=O)Nc1ccccc1C)C(=O)CCN1C(=O)c2cccc([N+](=O)[O-])c2C1=O	-2	0	-1	-6	-3.4	-1	1	96	30*	-7
CCOc1ccc(C2Nc3cccc4cccc(c34)N2)cc1OC	7	2	6	6	-3.7	2	-3	120	-3	-8
O=S(=O)(NCC1CCCO1)c1ccc(Oc2ccccc2)cc1 (configuration not stated)	-11	-3	0	13	-1.1	-3	8	100	5	-10
Cn1nnc(NC(=O)c2ccccc2F)n1	-7	1	-5	18	-1.1	2	-2	105	-4	-3
COc1ccc(N2CC(C(=O)Nc3c(C(N)=O)oc4ccccc34)CC2=O)cc1 (configuration not stated)	6	1	1	-9	-2.3	2	8	101	1	-5
CC(C)CC(=O)N1CCN(Cc2cccc(F)c2)CC1	0	1	-2	3	-1.4	1	-4	110	-1	-6
Cc1ccccc1NC(=O)C1CCN(S(=O)(=O)c2cccs2)CC1	2	-1	0	7	-0.6	-1	-7	94	-3	-2
OCCN1CCN(c2ncnc3c2sc2nc(N4CCOCC4)c4c(c23)CCC4)CC1	32	-4	-17	5	1.1	-4	1	97	1	2

Other compounds follow.
SMILES	H9c2 protect	m5-HT2A agonist	TLR9-MyD88 inh	NCOA2 inhibitor	MC4R barr agon	Glyco luc inh	NOD2-RIPK2 inh	ABCB6 inh MLPCN	MC4R antag cAMP	ABHD5 PLIN5 PPI
COC(=O)c1ccc(N2CCN(C)CC2)c(NC(=O)c2cc3ccccc3o2)c1	-27	-3	-2	-8	-0.7	0	-9	88	4	-4
COc1cccc(/C=N/NC(=O)CCc2c(C)n[nH]c2C)c1	-5	2	-5	8	-2.0	1	5	100	2	2
CC1=Nc2nc(N3CCCCC3)c(C#N)c3c4c(nc(c23)N1)N(c1ccc(C(C)C)cc1)C(=O)C4	11	-1	1	18	-2.7	5	-6	99	8	-4
Cc1nn(-c2ccccc2)c(C)c1/C=C/C(=O)OC(C)C(=O)Nc1ncc(Cl)cc1Cl (configuration not stated)	-3	-4	-7	6	-3.3	-2	-7	90	13	-4

Full records, looked up by structure. Order of screens: H9c2 protect	m5-HT2A agonist	TLR9-MyD88 inh	NCOA2 inhibitor	MC4R barr agon	Glyco luc inh	NOD2-RIPK2 inh	ABCB6 inh MLPCN	MC4R antag cAMP	ABHD5 PLIN5 PPI
CC1=Nc2nc(N3CCCCC3)c(C#N)c3c4c(nc(c23)N1)N(c1ccc(C(C)C)cc1)C(=O)C4 reads 11	-1	1	18	-2.7	5	-6	99	8	-4
COc1cccc(/C=N/NC(=O)CCc2c(C)n[nH]c2C)c1 reads -5	2	-5	8	-2.0	1	5	100	2	2
